# TWEAK Fn14 block = inhibitors of TWEAK-Fn14 interaction signaling | inhibition, % at 10 µM | hit rate 2% among 360,000 | TWEAK-stimulated Fn14 reporter cells, luciferase luminescence, 8 h; in the data active means inhibition above about 50%
# TROY NFkB inh = inhibitors of TROY-dependent NF-kB signaling; Q293 LMP1-TROYcd NF-kB luciferase reporter, 4 h; inhibition, % at 10 µM; hit rate 0.98% among 360,000; AID 1347056;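 active means compounds whose plate-normalised and pattern-corrected inhibition of the luciferase reporter signal at the single screening dose is 50% or more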
# C8 TRAIL sens = sensitizes caspase-8 expressing cells to TRAIL. inhibition (viability loss, TRAIL sensitization), % at 10 µM. NB7+C8 cells + TRAIL, ATPlite viability luminescence. hit rate 1% among 360,000;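 active means compounds causing at least 50% loss of cell viability in the single-dose screen, relative to plate controls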
# TRPM1 prom inh = reduces MITF-dependent TRPM1 promoter luciferase signal; SK-MEL-5 TRPM1 promoter luciferase, 24 h; inhibition, % at 12.5 µM; hit rate 0.83% among 330,000; AID 488899;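 active means mean inhibition across replicates of 60% or more, whatever share of single replicates reaches that level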; further: values of inactives mirror those of a sister screen read the other way
# Peg3 promoter = Peg3 promoter activity inhibition; inhibition, % at 20 µM; HeLa PEG-Prom luciferase reporter, luminescence, overnight; AID 588405; hit rate 1.7% among 360,000;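 active means inhibition of at least 50% at 20 µM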
# NR2E3 ag-1 = human photoreceptor-specific nuclear receptor agonism; Q9Y5X4; CHO-S Gal4-NCOR/VP16-NR2E3 two-hybrid, luciferase; inhibition of corepressor binding, % at 3.98 µM; hit rate 0.35% among 360,000; AID 602229;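 active means inhibition above the mean of all tested compounds plus 3 SD, cut at about 70% in these data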;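 further: 0% = DMSO with NR2E3 transfected cells and 100% = cells lacking NR2E3 construct; higher means lower luciferase signal from less NR2E3 corepressor binding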
# Target sequence (Q9Y5X4 whole entry, looked up, the tested form may be a part): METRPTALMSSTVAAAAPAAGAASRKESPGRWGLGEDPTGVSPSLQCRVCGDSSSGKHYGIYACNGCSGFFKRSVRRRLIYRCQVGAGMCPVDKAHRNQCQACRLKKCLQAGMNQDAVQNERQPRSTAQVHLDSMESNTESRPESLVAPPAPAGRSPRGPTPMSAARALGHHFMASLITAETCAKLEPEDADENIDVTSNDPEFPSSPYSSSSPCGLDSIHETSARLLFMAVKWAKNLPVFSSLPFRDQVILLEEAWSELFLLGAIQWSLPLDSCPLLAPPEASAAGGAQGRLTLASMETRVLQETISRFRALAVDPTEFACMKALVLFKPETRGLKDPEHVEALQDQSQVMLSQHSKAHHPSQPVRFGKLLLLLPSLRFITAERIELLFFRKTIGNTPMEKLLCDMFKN
# HIF-2a inh = blocks HIF-2a reporter activity; hit rate 0.72% among 360,000; inhibition, % at 18.8 µM; 786-0 RCC cells HIF-2a reporter, luciferase luminescence, overnight; AID 624352;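 active means inhibition of the luminescence signal of 40% or more relative to plate controls, in a single-dose primary screen at 18.75 µM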
# CF NFkB block = blocks PAF-induced NF-kB reporter in cystic fibrosis cells | inhibition, % at 5 µM | KKLEB NF-kB-GFP reporter, GFP fluorescence overnight | hit rate 0.86% among 360,000;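 active means at least 50% inhibition at 5 µM, scaled per plate between neutral and stimulator controls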;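 further: PAF is a Pseudomonas aeruginosa culture filtrate used as stimulus; plate controls were PAF-stimulated DMSO wells for no effect and unstimulated DMSO wells for full effect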
# KKLEB tox = CF airway cell cytotoxicity counter-screen; KKLEB CF airway cells viability, ATPlite luminescence, overnight; hits give low values; cells stimulated with P. aeruginosa culture filtrate; activity change (cytotoxicity), % at 5 µM; hit rate 0.36% among 360,000; AID 602141;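 active means corrected activity change at or below -50% at 5 µM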
# Shn3 3UTR inh = inhibitors of Schnurri-3 3'UTR reporter in osteoblasts. Clone20 osteoblast Shn3 3'UTR firefly luciferase, 24 h. inhibition, % at 12.5 µM. hit rate 0.52% among 360,000. AID 588674;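 active means mean inhibition of at least 75% with every replicate also reaching 75%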;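 further: 0% = median of neutral control wells and 100% = pilot-screen positive control compound; some compounds past the cut are filed as inactive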
# NR2E3 ag-2 = agonists of human nuclear receptor NR2E3. Q9Y5X4. GST-NR2E3/biotin-RetCOR TR-FRET, 1536-well. inhibition of corepressor binding, % at 4.78 µM. hit rate 0.12% among 320,000. AID 2300;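 active means percent inhibition above the cutoff of mean plus 3 SD of all tested compounds, set per screening campaign, cut at about 20% in these data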;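 further: 0% = DMSO wells and 100% = biotin wells as full block of FRET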
#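 Material – GST-tagged NR2E3 plus biotinylated RetCOR corepressor · Quantity – NR2E3 fusion 1.35 nM · Times – 5 h incubation at 4 °C · Medium – pH 7.5 Tris-based buffer · Technique – TR-FRET, Eu(K)-anti-GST donor, streptavidin-D2 acceptor, ex 340, em 617/671 nm · Benchmarks – high control biotin, low control 0.6% DMSO · Format – 1536-well plates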
# Starred values were filed as active, the others as inactive; nt = not tested or not shown. A portion of the library; rates above refer to the full screens.
1) Cc1cc(NC(=O)c2cccc(C(=O)Nc3cc(C)on3)n2)no1
2) Cc1ccc2cc(C)c3nnc(SCC(=O)c4cccs4)n3c2c1C
3) Cc1ccc(COc2ccc(C)nc2[N+](=O)[O-])cc1
4) O=C(NCC(=O)N(c1cccc(F)c1)C(C(=O)NC1CCCC1)c1cccnc1)c1ccco1 (configuration not stated)
5) CCOC(=O)CN(C(=O)CCC(=O)Nc1cc(C)on1)C(C(=O)NC1CCCC1)c1cccnc1 (configuration not stated)
6) COc1ccc(-c2cn(CCC(=O)NCc3ccc(C)cc3)c(CCN)n2)cc1
assay / compound,1,2,3,4,5,6
TWEAK Fn14 block,8,16,7,13,-33,12
TROY NFkB inh,4,6,-49,-16,-23,11
C8 TRAIL sens,-7,4,43,-10,23,-17
TRPM1 prom inh,1,-14,-108,8,8,3
Peg3 promoter,15,8,-312,-6,8,-2
NR2E3 ag-1,1,-9,-98,-9,18,-34
HIF-2a inh,1,5,-246,10,19,11
CF NFkB block,-6,-4,2,-4,-3,-30
KKLEB tox,5,-2,4,4,4,-13
Shn3 3UTR inh,-3,-2,-46,-11,-3,-16
NR2E3 ag-2,-2,1,1,4,1,0

7) N#CC1=C(N)OC2=C(CC/C2=C\c2ccccc2)C1c1ccccc1 (configuration not stated)
8) CCn1c(=S)sc2c(=O)n(CC(=O)NC(C)CCc3ccccc3)c(C)nc21 (configuration not stated)
9) COc1ccccc1NC(=S)N1CCN(c2ccccc2F)CC1
10) COC(=O)[C@]1(Cc2ccccc2)N[C@H](CN(C)C(=O)Nc2ccc(Cl)cc2)[C@@H]2C(=O)N(C)C(=O)[C@@H]21
11) Cc1ccc(C)c(NC(=O)c2cc3ccccn3n2)c1
12) Cc1ccc2c(c1)N(CC(=O)NCCCN1C(C)CCCC1C)C(=O)c1cccnc1O2 (configuration not stated)
assay / compound,7,8,9,10,11,12
TWEAK Fn14 block,6,-22,-1,2,-17,4
TROY NFkB inh,-7,-9,27,-19,-53,-14
C8 TRAIL sens,-4,13,7,-14,20,-3
TRPM1 prom inh,1,-5,-2,3,-37,nt
Peg3 promoter,-44,23,-58,7,-256,6
NR2E3 ag-1,-38,2,-6,6,-126,-1
HIF-2a inh,-57,2,-9,4,-283,4
CF NFkB block,-24,-13,-8,3,2,-14
KKLEB tox,-4,-9,-9,1,-1,1
Shn3 3UTR inh,-4,-9,3,-9,-78,13
NR2E3 ag-2,-1,2,nt,nt,1,2

13) Cc1ccc(NC(C(N)=O)c2c(C)[nH]c(=O)[nH]c2=O)cc1 (configuration not stated)
14) O=C1N[C@@H](Cc2ccccc2)COC(=O)[C@@H](Cc2ccc(F)cc2)CC/C=C/C[C@H]1CC(=O)N(CCO)Cc1ccccc1
15) O=C(Nc1nc(-c2ccccn2)cs1)c1ccc(-c2ccccc2F)o1
16) O=C1CCCCN1CC(=O)N1CCCC(N2CCN(c3ccccc3F)CC2)C1 (configuration not stated)
17) O=C(Nc1ccon1)c1ccc(F)c(S(=O)(=O)N2CCCCC2)c1
18) COc1ccc(NS(=O)(=O)c2ccc(C)c(NC(=O)c3ccc(C)c(S(=O)(=O)N4CCOCC4)c3)c2)cc1
assay / compound,13,14,15,16,17,18
TWEAK Fn14 block,-10,40,-10,-5,6,4
TROY NFkB inh,-9,23,-65,6,-6,9
C8 TRAIL sens,-15,17,6,10,-6,5
TRPM1 prom inh,-8,8,-12,0,-4,13
Peg3 promoter,5,42,68*,-5,13,30
NR2E3 ag-1,-30,28,-114,-21,-10,-16
HIF-2a inh,10,8,-88,6,16,22
CF NFkB block,3,7,-26,-19,-2,12
KKLEB tox,9,4,-10,12,2,-4
Shn3 3UTR inh,-16,16,19,-12,-12,51
NR2E3 ag-2,-2,nt,0,1,-1,-1

19) COc1ccc(C)cc1NC(=O)CSc1nnc2ccc(-c3ccncc3)nn12
20) NC(=O)CSc1nnc(-c2ccc(S(=O)(=O)N3CCCC3)cc2)o1
21) CCOC(=O)c1c(-c2ccc(C)o2)csc1NC(=S)NC(=O)c1cccs1
22) Cc1ccc(S(=O)(=O)CCc2nnc(N)s2)cc1C
23) O=C(Nc1ncccn1)c1cccc(F)c1
24) CSCCC(NC(=O)COc1ccccc1)C(=O)N1CC(C)OC(C)C1 (configuration not stated)
assay / compound,19,20,21,22,23,24
TWEAK Fn14 block,-11,10,22,-1,12,-1
TROY NFkB inh,-13,-18,20,5,10,7
C8 TRAIL sens,-9,-3,4,5,-7,-1
TRPM1 prom inh,-4,10,-7,17,0,13
Peg3 promoter,10,-6,3,-3,-37,5
NR2E3 ag-1,-13,-8,-26,-19,-31,3
HIF-2a inh,16,1,-33,16,-24,-11
CF NFkB block,13,-6,14,10,21,-24
KKLEB tox,12,2,-5,-12,-2,8
Shn3 3UTR inh,3,-10,-4,-2,1,2
NR2E3 ag-2,-5,1,-2,0,0,0

25) Cc1nn(-c2ccccc2)c(N2CCCC2)c1/C=C1\N=C(c2ccc(OC(C)C)cc2)OC1=O
26) COc1ccc(-c2nc3c4c(ncn3n2)-c2ccccc2CC42CCCC2)cc1
27) Cc1coc2cc3oc(=O)c(CCC(=O)N4CCC(C(=O)O)(c5ccccc5)CC4)c(C)c3cc12
28) O=C(O)c1ccc(S(=O)(=O)N2CCC(n3nnc4cc(C(F)(F)F)ccc43)CC2)cc1
29) CN(C)N=Nc1ccc(S(=O)(=O)N2CCSC2C(=O)O)cc1 (configuration not stated)
30) Cc1ccc(NC(=O)CS(=O)CC(=O)Nc2ccc(N3CCOCC3)cc2)cc1Cl (configuration not stated)
assay / compound,25,26,27,28,29,30
TWEAK Fn14 block,-5,18,8,0,0,-3
TROY NFkB inh,-1,2,5,9,9,2
C8 TRAIL sens,-3,-2,-1,11,0,-11
TRPM1 prom inh,5,8,20,1,-11,0
Peg3 promoter,7,-18,-8,17,2,-10
NR2E3 ag-1,-5,-17,-18,-8,-21,6
HIF-2a inh,11,19,16,5,4,-12
CF NFkB block,3,2,-4,-3,4,3
KKLEB tox,8,-1,-22,11,-6,-17
Shn3 3UTR inh,-5,-23,-4,14,-6,9
NR2E3 ag-2,-2,3,0,2,2,1

31) CCC(C(=O)Nc1ccc(S(=O)(=O)N2CCN(C)CC2)cc1)c1ccccc1 (configuration not stated)
32) COc1ccc(C(=O)n2nc(-c3ccco3)nc2SC)cc1OC
33) CCCOc1ccc(C(C(=O)OCCN(CC)CC)c2ccccc2)cc1 (configuration not stated)
34) COc1ccc(C(=O)NC(=S)NCc2ccccc2)cc1
35) O=C(C[C@@H]1C/C=C\CCC(=O)OC[C@@H]2CCCN2C1=O)NCCO
36) O=[N+]([O-])c1cccnc1NCCc1ccccc1
37) CSCCC(NC(=O)c1ccccc1Cl)C(=O)N1CCC1 (configuration not stated)
38) CCCCN1CC(COCc2ccccc2)Oc2cccc(OCc3ccc(OC)cc3)c2S1(=O)=O (configuration not stated)
assay / compound,31,32,33,34,35,36,37,38
TWEAK Fn14 block,17,-9,-4,11,16,-13,1,-44
TROY NFkB inh,6,-9,8,-56,-25,-65,-2,-7
C8 TRAIL sens,-15,5,6,8,-3,0,-5,1
TRPM1 prom inh,-8,12,6,-13,-8,-39,3,nt
Peg3 promoter,10,7,-12,-62,-8,-145,-1,15
NR2E3 ag-1,13,-16,-10,-12,-12,-35,-23,-37
HIF-2a inh,0,4,2,-49,5,-197,3,19
CF NFkB block,-6,12,-5,-9,-9,-15,-5,16
KKLEB tox,-6,-2,4,3,6,6,-3,6
Shn3 3UTR inh,28,17,-3,-1,-8,-62,4,35
NR2E3 ag-2,2,-2,-3,1,nt,3,-3,nt

# Rewritten as labelled records: entries from further up.
31	CCC(C(=O)Nc1ccc(S(=O)(=O)N2CCN(C)CC2)cc1)c1ccccc1 (configuration not stated)
- TWEAK Fn14 block: 17
- TROY NFkB inh: 6
- C8 TRAIL sens: -15
- TRPM1 prom inh: -8
- Peg3 promoter: 10
- NR2E3 ag-1: 13
- HIF-2a inh: 0
- CF NFkB block: -6
- KKLEB tox: -6
- Shn3 3UTR inh: 28
- NR2E3 ag-2: 2
34	COc1ccc(C(=O)NC(=S)NCc2ccccc2)cc1
- TWEAK Fn14 block: 11
- TROY NFkB inh: -56
- C8 TRAIL sens: 8
- TRPM1 prom inh: -13
- Peg3 promoter: -62
- NR2E3 ag-1: -12
- HIF-2a inh: -49
- CF NFkB block: -9
- KKLEB tox: 3
- Shn3 3UTR inh: -1
- NR2E3 ag-2: 1

# In the list so far, these have an aryl methoxy group.
6) COc1ccc(-c2cn(CCC(=O)NCc3ccc(C)cc3)c(CCN)n2)cc1
9) COc1ccccc1NC(=S)N1CCN(c2ccccc2F)CC1
18) COc1ccc(NS(=O)(=O)c2ccc(C)c(NC(=O)c3ccc(C)c(S(=O)(=O)N4CCOCC4)c3)c2)cc1
19) COc1ccc(C)cc1NC(=O)CSc1nnc2ccc(-c3ccncc3)nn12
26) COc1ccc(-c2nc3c4c(ncn3n2)-c2ccccc2CC42CCCC2)cc1
32) COc1ccc(C(=O)n2nc(-c3ccco3)nc2SC)cc1OC
34) COc1ccc(C(=O)NC(=S)NCc2ccccc2)cc1
38) CCCCN1CC(COCc2ccccc2)Oc2cccc(OCc3ccc(OC)cc3)c2S1(=O)=O (configuration not stated)
assay / compound,6,9,18,19,26,32,34,38
TWEAK Fn14 block,12,-1,4,-11,18,-9,11,-44
TROY NFkB inh,11,27,9,-13,2,-9,-56,-7
C8 TRAIL sens,-17,7,5,-9,-2,5,8,1
TRPM1 prom inh,3,-2,13,-4,8,12,-13,nt
Peg3 promoter,-2,-58,30,10,-18,7,-62,15
NR2E3 ag-1,-34,-6,-16,-13,-17,-16,-12,-37
HIF-2a inh,11,-9,22,16,19,4,-49,19
CF NFkB block,-30,-8,12,13,2,12,-9,16
KKLEB tox,-13,-9,-4,12,-1,-2,3,6
Shn3 3UTR inh,-16,3,51,3,-23,17,-1,35
NR2E3 ag-2,0,nt,-1,-5,3,-2,1,nt
